# Screening data (PubChem)
# TrxR1 inh = inhibitors of rat thioredoxin reductase 1; O89049; recombinant rTrxR1, NADPH fluorescence consumption, selenite substrate; Potency, µM (series often up to 114 µM), for the others: at the highest dose activity change, negative = inhibition, usual class: inhibitors; hit rate 1% among 390,000; further: potency means the concentration at half of the fitted maximal effect; on the % scale 0 is the no-effect control and ±100 the full control effect; nearly all actives have a fitted effect of over 65% in size
#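 Rat TrxR1 (90 nM in the dispensed reagent) was pre-reduced with 400 uM NADPH for 5 min at room temperature, then incubated with compound for 15 min. After 400 uM selenite was added, NADPH fluorescence (Ex 340/Em 450 nm) was followed for 8 min.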
# D2 agonist = activates the human D2 dopamine receptor; HEK293 T-REx D2 cells, calcium flux agonist mode; activation, % at 2 µM; hit rate 0.53% among 340,000; P14416;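 active means activation over 3 SD above normal in the single-dose calcium agonist read, cut at about 30% in these data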; further: 0% is about no effect
#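 In this primary screen, compounds producing a positive calcium signal within 180 s of addition to tetracycline-induced, force-coupled HEK293 Trex D2 cells are flagged; cells are dye-loaded with a no-wash calcium kit beforehand.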
# TRHR enhancer = TRH receptor (human) allosteric enhancement | AID 493056 | hit rate 0.66% among 360,000 | enhancement, % at 2 µM | TRHR cells, fluo-8 calcium fluorescence, EC20 TRH enhancement | P34981; in the data active means enhancement above about 30%; further: 0% is about no effect
#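 Enhancer read-out: after compound pinning and an initial kinetic agonist-mode read, an EC20 of TRH (10 nM final) was injected and fluo-8 calcium signal (Ex 480/Em 530) followed at 1 s/cycle for 100 cycles in TRHR-expressing cells.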
# mIDH1 inhibitor = blocks human mutant IDH1 R132H enzyme. O75874. IDH1-R132H enzyme, NADPH consumption, diaphorase/resazurin fluorescence. Potency, µM (titrated, usually from 76.6 µM), for inactives: at the highest dose activity change, negative = inhibition, usual class: inhibitors. hit rate 0.093% among 390,000. AID 602179; further: potency means the concentration at half of the fitted maximal effect; on the % scale 0 is the no-effect control and ±100 the full control effect; nearly all actives have a fitted effect of over 65% in size
#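 IDH1-R132H (0.5 ug/mL dispensed) in pH 7.5 Tris buffer was preincubated 30 min with compound, then given a substrate mix of 0.016 mM NADPH and 2 mM alpha-KG for 80 min at room temperature; remaining NADPH was read by diaphorase/resazurin fluorescence.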
# TrxR1 substrate = substrates of rat thioredoxin reductase 1; O89049; purified TrxR1 substrate turnover, NADPH consumption readout; Potency, µM (top dose mostly 114 µM), without a hit: top-dose activity change, negative = substrate turnover; hit rate 0.01% among 390,000; AID 588456; further: potency means the concentration at half of the fitted maximal effect; on the % scale 0 is the no-effect control and ±100 the full control effect; nearly all actives have a fitted effect of over 50% in size
#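 Rat TrxR1, dispensed at 90 nM, was prereduced with 400 uM NADPH (final) for 5 min at ~22 deg C, then incubated with compound 15 min before 400 uM selenite. A first-read NADPH fluorescence drop versus no-compound background flagged substrates.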
# D2 antagonist = antagonizes the human D2 dopamine receptor | P14416 | HEK293 TREx D2 cells, calcium flux, dopamine EC80 | inhibition, % at 10 µM | hit rate 2% among 340,000 | AID 485344; in the data active means inhibition above about 30%; further: 0% is about no effect
#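 Compounds are added to dye-loaded, induced HEK293 T-REx cells coupled to calcium release via D2; after a 3 min kinetic read an EC80 dopamine stimulus is given and fluorescence is recorded for 3 more min.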
# Pin1 inhibitor = inhibitors of human Pin1. hit rate 0.009% among 390,000. Potency, µM (doses to about 115 µM), for the others: at the highest dose activity, negative = inhibition, actives largely listed as inhibitors. Pin1 FP peptide displacement, HiFluor488, 10 min. Q13526. AID 504891; active means well fitted inhibition curve with a large enough effect in the polarisation, with a control signal flat, not every such curve was filed as active; inconclusive means small, poorly fitted or top-dose-only effect, or effect the other way, or a change in a side signal; inactive means no such curve, though single readings can be large or run the other way; the % refers to the polarisation; further: potency means the concentration at half of the fitted maximal effect; on the % scale 0 is the no-effect control and ±100 the full control effect
# Target sequence (Q13526 whole entry, looked up): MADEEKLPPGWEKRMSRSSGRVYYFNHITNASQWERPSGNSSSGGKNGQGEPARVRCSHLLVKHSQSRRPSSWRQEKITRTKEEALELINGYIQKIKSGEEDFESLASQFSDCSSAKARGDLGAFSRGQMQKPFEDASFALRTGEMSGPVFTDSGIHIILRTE
# USP1 inh = USP1/UAF1 (human) deubiquitinase inhibition; Potency, µM (doses to about 57.1 µM), inactives show at the top dose activity change, negative = inhibition, hits mostly inhibitors; hit rate 0.23% among 390,000; recombinant USP1/UAF1, Ub-Rhodamine cleavage fluorescence; AID 743255; O94782; further: potency means the concentration at half of the fitted maximal effect; on the % scale 0 is the no-effect control and ±100 the full control effect; nearly all actives have a fitted effect of over 60% in size; inactives centre near -12
# Target sequence (O94782 whole entry, looked up): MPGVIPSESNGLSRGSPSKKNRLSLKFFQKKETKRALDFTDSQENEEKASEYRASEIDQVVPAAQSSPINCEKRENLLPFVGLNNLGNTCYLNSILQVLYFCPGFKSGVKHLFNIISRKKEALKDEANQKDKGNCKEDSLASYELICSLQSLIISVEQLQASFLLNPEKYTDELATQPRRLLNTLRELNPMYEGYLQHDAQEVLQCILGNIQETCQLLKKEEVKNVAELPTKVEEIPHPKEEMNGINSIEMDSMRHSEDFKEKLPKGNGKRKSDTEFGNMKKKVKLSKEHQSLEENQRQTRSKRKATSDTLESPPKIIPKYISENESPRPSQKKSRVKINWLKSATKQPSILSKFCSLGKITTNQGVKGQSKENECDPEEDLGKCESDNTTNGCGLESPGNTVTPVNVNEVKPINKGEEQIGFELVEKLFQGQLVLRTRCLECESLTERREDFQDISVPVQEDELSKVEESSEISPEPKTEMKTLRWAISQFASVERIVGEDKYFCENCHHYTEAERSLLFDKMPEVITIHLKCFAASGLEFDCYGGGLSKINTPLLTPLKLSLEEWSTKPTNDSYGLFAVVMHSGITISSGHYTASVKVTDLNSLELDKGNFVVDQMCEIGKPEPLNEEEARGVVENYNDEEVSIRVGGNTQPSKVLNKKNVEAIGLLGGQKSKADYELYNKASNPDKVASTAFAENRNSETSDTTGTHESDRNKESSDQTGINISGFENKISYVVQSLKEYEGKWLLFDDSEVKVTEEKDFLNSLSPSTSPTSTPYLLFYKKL
#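 1 nM enzyme complex + cpd, 15 min RT; start with Ub-Rho 150nM final; kinetic fluorescence ex 480/em 540, 6 reads q60 s. Buffer 50mM HEPES pH 7.8, 0.5mM EDTA, 0.1 mg/ml BSA, 1mM TCEP, 0.01% Tween-20.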
# TRHR ag = activates the human TRH receptor; P34981; TRHR cells, calcium flux fluo-8, FDSS agonist mode; activation, % at 2 µM; hit rate 0.18% among 360,000; in the data active means activation above about 30%; further: 0% is about no effect
#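 TRHR-expressing cells loaded with fluo-8 calcium dye; 23 nL library compound pin-transferred, kinetic FDSS fluorescence (Ex 480/Em 530) recorded about 180 s for agonist-induced calcium release, before a 10 nM TRH EC20 addition for potentiator mode.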
# * hit, by the source's call; ? = inconclusive; nt = no result given; [ ] = dose if it differs, or a comment. Unless noted, the call rests on the fitted dose curve; in most records, active means well fitted inhibition curve with a large enough effect; inconclusive means small, poorly fitted or top-dose-only effect; inactive means no such curve, though single readings can be large or run the other way. Only part of the results is shown. The share of hits here may be higher or lower than overall.
smiles	TrxR1 inh	D2 agonist	TRHR enhancer	mIDH1 inhibitor	TrxR1 substrate	D2 antagonist	Pin1 inhibitor	USP1 inh	TRHR ag
COc1ccc(OC)c(-n2nnc(-c3nc(-c4cc(OC)c(OC)c(OC)c4)no3)c2C)c1	22%[57.1 µM]	-0.6	2	nt	4%[57.1 µM]	nt	25%	-3%	-0.2
Nc1cccc2c1C(=O)N(C(=O)c1ccc(Cl)c(S(=O)(=O)N3CCCCCC3)c1)C2=O	2%	-0.3	1	1%	9%	-18	?	-6%	-0.8
C=CCOc1c(Br)cc(CNc2ccc(NC(=O)C(C)C)c(OC)c2)cc1OC	-19%	-0.5	-4	1%	-8%	-26	-3%	-16%	0.5
CC(/C=N/NC(=O)c1nn(C)c(C)c1Br)=C\c1ccccc1	-15%	-2.8	-3	-1%	-15%	-20	1%	-22%	-1.2
O=C(NCCC1=CCCCC1)NC12CC3CC(CC(C3)C1)C2	-15%	0.6	-2	2%	-12%	-9	1%	-8%	-0.4
Cc1nc2cc(C(F)(F)F)ccc2n1C1CCN(CC(=O)N2CCCC2)CC1	-29%	0.0	1	2%	-2%	-5	?	-15%	1.7
CCC(C)N(C(=O)COC(=O)c1[nH]c(C)c(C(C)=O)c1C)C1CCS(=O)(=O)C1 (stereo not drawn)	13%[57.1 µM]	-1.0	2	4%	-2%	5	-4%	-17%	1.3
CC(=O)c1c(N2CCOCC2)nc(=S)n(-c2cc(C)ccc2C)c1C	-14%	0.2	12	4%	-13%	-4	-1%	-4%	0.6
Cc1ccc2c(c1)N(CC(=O)NC1CCCC1)C(=O)CO2	12%	0.6	-1	2%	0%	27	-3%	-6%	0.2
O=C(Nc1ccc2c(c1)OCCO2)c1ccc(Br)o1	-1%	-0.6	-4	5%	1%[57.1 µM]	21	-2%	-1%	-0.3
CC1(C)C(=O)Nc2ccccc2N1C(=O)COC(=O)c1cccnc1Cl	5%	nt	nt	-10%	3%	nt	-19%	-17%	nt
Cc1csc(SCC(=O)Nc2ccc(F)cc2Cl)n1	24%	nt	nt	1%	7%	nt	-3%	0%	nt
Cc1nc2c(=O)n(C)c(=O)[nH]c2n1Cc1ccccc1	25%	0.5	-15	22%	30%	2	2%	-11%	0.7
C=CCN1C(=O)c2ccccc2Sc2ccc(C(=O)NC(C)C)cc21	15%	-0.9	-3	0%	4%	-7	1%	-19%	-0.2
COc1ccc(OC)c(C(=O)COC(=O)COc2ccccc2F)c1	11%	-2.2	-7	7%	3%	-1	-1%	-4%	0.0
Cc1cccc(N(CC(=O)NC2CCCC2)C(=O)CS(=O)CC(=O)Nc2ccc3c(c2)OCO3)c1C (stereo not drawn)	-72%	0.5	-1	1%	10%[57.1 µM]	-11	-2%	-21%	-0.3
CCOC(=O)c1cc(-c2cccc(C(F)(F)F)c2)nc2nc(SC)[nH]c(=O)c12	-8%[57.1 µM]	-1.4	-3	3%	9%[57.1 µM]	-12	-7%	-11%	-0.7
COc1cc(/C=C/C(=O)OCC(=O)NCCc2ccc(S(N)(=O)=O)cc2)ccc1OCC#N	2%[57.1 µM]	0.2	1	8%	2%[57.1 µM]	16	0%	-8%	-0.2
CCCN(C(=O)c1cc(S(=O)(=O)N(C)c2ccccc2OC)ccc1C)C1CCS(=O)(=O)C1 (stereo not drawn)	34%	nt	nt	-3%	0%	nt	-12%	-6%	nt
CC(C)c1ccc(OCCCN2CCCC2)cc1	13%	0.5	-2	2%	6%	8	-2%	-21%	0.3
Cc1ccc(/C=C/C(=O)Nc2ccc(S(=O)(=O)Nc3onc(C)c3C)cc2)cc1	-6%	nt	8	-9%	-11%	nt	?	18%	0.4
CCCC(=O)Nc1nc(-c2ccc3c(c2)CCN3S(C)(=O)=O)cs1	25%	nt	-3	1%	-3%	nt	-5%	-25%	-0.3
O=C(CSc1nc(-c2ccc(F)cc2)cc(C(F)(F)F)n1)NCCN1CCOCC1	-11%	0.0	2	0%	-2%	-12	-6%	8%	0.4
CCN(CC)C(=O)CCC(=O)Nc1ccc(C(=O)OC)cc1	13%	-0.7	17	0%	7%	-8	-1%	11%	-0.5
O=C(O)C1C2C=CC3(CN(c4cccc(C(F)(F)F)c4)C(=O)C13)O2 (stereo not drawn)	11%	0.3	6	5%	7%[57.1 µM]	-3	3%	3%	0.6
O=C1C2C3CCC(C3)C2C(=O)N1CNc1ccc(F)cc1 (stereo not drawn)	23%	nt	16	2%	6%	nt	-2%	-16%	0.4
CC(=NNC(=S)Nc1cccc(Cl)c1)c1ccccn1	-19%	nt	nt	0%	-12%	nt	1%	-19%	nt
CC(=O)N/C(=C/c1ccc2c(c1)OCO2)C(=O)O	3%[57.1 µM]	nt	-1	2%	4%[57.1 µM]	nt	-1%	-8%	0.3
CN(C(=O)c1cc2c(s1)-c1ccccc1S(=O)(=O)C2)c1ccccc1F	0%	-0.3	-9	8%	-7%	1	-5%	-21%	-1.4
Cc1ccc(OCC(=O)NNC(=O)c2cccnc2)cc1C	49%	-0.2	19	7%	6%[11.4 µM]	-11	-3%	-15%	0.2
COc1cccc(-n2c(Cc3cc(=O)[nH]c(=O)[nH]3)nnc2SCc2cccc(C(F)(F)F)c2)c1	13%	-0.4	1	-1%	-1%	2	-3%	-22%	0.2
O=C(CNc1cccc2ccccc12)N/N=C/c1ccc(C(=O)O)cc1	-16%	-0.2	1	4%	-9%	14	-20%	-5%	1.0
CCOc1ccc2[nH]c3nc(SCC(=O)NC4CCCC4)nnc3c2c1	9%	-2.9	-6	-9%	0%	7	-3%	-7%	-0.5
CCCn1c(=O)n(C)c(=O)c2c(SC(C)C(=O)NCC3CCCO3)nc(CC(C)C)nc21 (stereo not drawn)	-3%	-0.2	14	2%	-5%	-24	9%	-15%	-0.5
COc1ccccc1/C=C/C(=O)NCC(=O)N/N=C(/C)c1ccc(Cl)cc1	1%	-1.0	-4	-6%	0%	-5	5%	-2%	-0.5
COc1cc(NC(=O)CSc2nnc3ccc(-c4cccnc4)nn23)cc(OC)c1	-7%	0.6	1	8%	2%	-11	?	-15%	0.2
FC(F)(F)c1cccc(-c2nc3nc(Cl)c(Cl)nc3[nH]2)c1	15%[2.29 µM]	18	-14	39%[activator]	56%[activator][57.1 µM]	-2	?	2%	6.9
CCOc1nc2ccccc2nc1NS(=O)(=O)c1ccc(Cl)cc1	-8%	0.9	4	0%	-14%	27	-5%	-22%	0.7
O=C(Nc1ccc(C(O)(C(F)(F)F)C(F)(F)F)cc1)c1ccc(Cl)c([N+](=O)[O-])c1	6%	0.7	-6	16%	-11%	-6	-4%	-3%	0.4
NC(=O)C1CCN(C(c2ccccc2Cl)c2nnnn2CC2CCCO2)CC1 (stereo not drawn)	21%[57.1 µM]	nt	1	15%	10%[57.1 µM]	nt	-7%	-16%	0.1
CCOc1ccc(S(=O)(=O)Nc2cccc(OC)c2)c2cccnc12	-6%	1.3	-3	-8%	-6%	nt	17%	-22%	-1.3
C/C(=N\NC(=O)C1=NNC(=O)C1C)c1cccs1 (stereo not drawn)	21%[57.1 µM]	0.2	0	8%	-23%[57.1 µM]	8	-10%	-11%	0.0
O=[N+]([O-])c1ccc(C2CNC(c3ccccc3)O2)cc1 (stereo not drawn)	24%	0.0	-1	8%	10%	-23	2%	-6%	0.6
C=CCN(C(=O)c1ccc2c(c1)nnn2C)c1ccccc1	2%	0.2	-4	-1%	-7%	-13	-1%	3%	0.7
COc1cccc(-c2csc(N3CCN(C(=S)Nc4ccccc4C)CC3)n2)c1	7%	1.0	1	7%	-3%	6	58%[activator]	-19%	0.5
CCOC(=O)CCCCC1C(CCCC(=O)OCC)C=NN1C (stereo not drawn)	19%[11.4 µM]	nt	nt	5%	-2%[11.4 µM]	nt	7%	-10%	nt
CC(=O)c1cccc(N(CC(=O)Nc2ccc(S(=O)(=O)N3CCOCC3)cc2)S(C)(=O)=O)c1	9%	0.6	-7	8%	-2%	-5	0%	-19%	-0.6
CC(C)(C)C(=O)C[n+]1cccc(C(N)=O)c1	-34%	0.1	-1	0%	-16%	-9	-2%	-20%	0.6
CN1C(=O)NC(c2cccc([N+](=O)[O-])c2)C2=C1CCCC2=O (stereo not drawn)	-3%	-0.5	-1	1%	-2%	-6	-2%	-18%	-0.4
COc1cc(C(=O)NCCc2nc3ccccc3n2C)cc(OC)c1OC	-4%	0.4	-1	-3%	4%	-5	6%	-4%	-0.2

# (next part)
smiles	TrxR1 inh	D2 agonist	TRHR enhancer	mIDH1 inhibitor	TrxR1 substrate	D2 antagonist	Pin1 inhibitor	USP1 inh	TRHR ag
CCn1c(SCC(=O)N/N=C/c2ccc(C)o2)nnc1-c1ccc(C(C)(C)C)cc1	-18%	-1.0	1	7%	-17%	1	-4%	-5%	0.6
N#Cc1c(-c2ccc3c(c2)OCO3)ccn2nc(-c3cccc(C(F)(F)F)c3)nc12	?	-0.7	2	-4%	73%[activator]	-5	?	-17%	-0.7
CCOC(=O)Cn1c(=O)oc2cc(S(=O)(=O)N3CCN(c4cccc(C)c4C)CC3)ccc21	17%	-1.0	-2	-12%	0%	nt	?	-12%	0.2
Cc1cc2c(NC(=O)CCCC(=O)O)cccc2nn1	6%[57.1 µM]	nt	-1	6%	-3%	nt	-5%	-7%	0.2
O=C(Oc1cccc(C(=S)N2CCOCC2)c1)c1ccc([N+](=O)[O-])cc1[N+](=O)[O-]	-3%[57.1 µM]	0.9	3	3%	2%[57.1 µM]	-12	3%	-16%	1.5
O=C(NCSc1ccncn1)c1ccccc1	?	0.1	5	7%	2%	-19	0%	-10%	0.9
